Compound activity from PubChem BioAssay.
mIAP block: mouse IAP inhibition; purified mouse IAP, CDP-Star luminescence, 30 min; inhibition, % at 10 µM; actives 0.2% (n = 330,000);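 active = inhibition of at least 40% at 10 µM in the primary screen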;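 also: plate controls were DMSO with enzyme for no effect and no enzyme wells for full effect; values of inactives mirror those of a sister screen read the other way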
PfGluPho inh: PfG6PD (Plasmodium falciparum) enzyme inhibition; PfGluPho enzyme, NADPH resazurin-diaphorase fluorescence; inhibition, % at 20 µM; actives 0.78% (n = 350,000); AID 504690;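 active = inhibition reaching at least a set limit at 20 µM in the primary screen, cut at about 59% in these data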;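 also: 0% = DMSO wells with substrate and 100% = DMSO wells lacking glucose-6-phosphate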
HKDC1 inhibitor: inhibitors of human hexokinase HKDC1. Q2TB90. recombinant HKDC1, G6PDH/diaphorase resazurin coupled fluorescence. inhibition, % at 20 µM. actives 0.16% (n = 340,000);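 active = inhibition above about 35% when tested at 20 µM, limit read from the data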;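 also: plate controls were DMSO wells with enzyme for no effect and DMSO wells lacking enzyme for full effect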
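Incubation: 90 min at room temperature in dark / Material: recombinant HKDC1 (HK5) hexokinase enzyme, produced in-house / Quantity: enzyme 5 µg/mL final / Compound: one dose of 20 µM, 1% DMSO / Reagent: glucose and ATP substrates / Buffer or medium: Tris pH 8.0 buffer with MgCl2, Tween-20, BSA, BME / Technique: resorufin fluorescence at 613 nm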
mIAP act: increases mouse intestinal alkaline phosphatase activity | actives 0.24% (n = 330,000) | AID 2805 | muIAP, CDP-Star luminescence, 30 min; hits give high values; 1 = vehicle-only enzyme signal, 0 = enzyme-free wells | activation factor at 10 µM;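 active = activation factor of at least 2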; also: the source names both 10 and 20 µM as test concentration; values of inactives mirror those of a sister screen read the other way
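System: mouse IAP enzyme. Reagent: CDP-Star chemiluminescent phosphatase substrate. Benchmarks: DMSO wells, no-enzyme wells. Times: 30 min enzyme-substrate-compound incubation at room temperature. Detection: luminescence from enzymatic CDP-Star hydrolysis. Doses: test compounds delivered from DMSO solution.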
ATG4B inhibitor: ATG4B (human) cysteine protease inhibition | Q9Y4P1 | ATG4B cleavage of LC3-PLA2, NBD-HPC fluorescence, 1 h | inhibition, % at 8.33 µM | actives 0.51% (n = 340,000) | AID 504462; in the data active = inhibition above about 40%
Target sequence (Q9Y4P1 whole entry, looked up): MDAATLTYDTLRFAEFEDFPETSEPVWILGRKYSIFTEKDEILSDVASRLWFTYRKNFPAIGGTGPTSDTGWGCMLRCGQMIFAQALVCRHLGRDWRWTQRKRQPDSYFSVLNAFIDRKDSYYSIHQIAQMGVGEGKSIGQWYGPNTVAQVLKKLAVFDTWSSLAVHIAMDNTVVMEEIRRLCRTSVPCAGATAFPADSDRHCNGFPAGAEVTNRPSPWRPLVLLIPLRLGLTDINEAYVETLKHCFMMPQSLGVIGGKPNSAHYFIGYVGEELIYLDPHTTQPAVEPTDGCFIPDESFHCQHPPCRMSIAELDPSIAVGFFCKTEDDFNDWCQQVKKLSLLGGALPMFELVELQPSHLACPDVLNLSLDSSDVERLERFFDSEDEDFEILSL
APOBEC3A inh: human APOBEC3A DNA deaminase inhibition; actives 0.41% (n = 330,000); P31941; recombinant A3A, FAM/TAMRA ssDNA deamination fluorescence; inhibition, % at 20 µM;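 active = at least 40% inhibition at 20 µM here, with at most 30% in a related deaminase screen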;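 also: plate controls were A3A with DMSO for no effect and wells lacking A3A enzyme for full effect; some results filed as inactive read as strong as hits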
Target sequence (P31941 whole entry, looked up): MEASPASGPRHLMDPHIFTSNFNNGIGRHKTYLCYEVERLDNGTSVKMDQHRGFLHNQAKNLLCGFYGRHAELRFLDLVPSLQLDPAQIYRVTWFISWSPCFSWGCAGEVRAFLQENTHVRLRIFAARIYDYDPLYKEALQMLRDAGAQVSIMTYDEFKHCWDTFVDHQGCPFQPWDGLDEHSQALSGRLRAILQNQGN
hIAP activ: increases human intestinal alkaline phosphatase activity | purified human IAP, CDP-Star luminescence, 30 min; hits give high values; 1 = vehicle-only enzyme, 0 = enzyme-free background | AID 2524 | actives 0.16% (n = 330,000) | P09923 | activation factor at 10 µM;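 active = activation factor of the enzyme at least 2-fold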; also: the source names both 10 and 20 µM as test concentration; values of inactives mirror those of a sister screen read the other way
Target sequence (P09923 whole entry, looked up): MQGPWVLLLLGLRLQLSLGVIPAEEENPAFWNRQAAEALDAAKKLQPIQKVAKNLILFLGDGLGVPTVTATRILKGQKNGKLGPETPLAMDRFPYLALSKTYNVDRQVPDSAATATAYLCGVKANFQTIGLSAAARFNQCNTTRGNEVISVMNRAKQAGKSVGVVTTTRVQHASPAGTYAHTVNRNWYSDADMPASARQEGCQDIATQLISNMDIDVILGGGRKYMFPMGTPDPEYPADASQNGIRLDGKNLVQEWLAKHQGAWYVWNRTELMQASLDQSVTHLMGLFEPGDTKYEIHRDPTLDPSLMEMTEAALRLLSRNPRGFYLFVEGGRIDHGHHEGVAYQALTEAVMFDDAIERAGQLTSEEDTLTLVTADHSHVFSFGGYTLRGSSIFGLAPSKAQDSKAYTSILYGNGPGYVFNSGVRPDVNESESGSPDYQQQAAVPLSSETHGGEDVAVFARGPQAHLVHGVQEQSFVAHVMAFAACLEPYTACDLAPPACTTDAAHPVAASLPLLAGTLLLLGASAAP
hIAP inh: blocks human intestinal alkaline phosphatase; P09923; purified IAP, CDP-Star luminescence, 30 min; inhibition, % at 10 µM; actives 0.12% (n = 330,000); AID 2544;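 active = inhibition reaching a set limit with compound at 10 µM in the primary screen, cut at about 35% in these data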;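 also: plate controls were DMSO wells with enzyme for no effect and no-enzyme buffer wells for full effect; values of inactives mirror those of a sister screen read the other way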
* = called active by the depositor. Compounds were not picked by outcome; 2.4% or so of the library scored in one or more.

SMILES	mIAP block	PfGluPho inh	HKDC1 inhibitor	mIAP act	ATG4B inhibitor	APOBEC3A inh	hIAP activ	hIAP inh
CCOC(=O)CNC(=O)C(=O)c1c(O)[nH]c2ccccc12	3	0	-3	0.97	-8	-8	0.99	1
O=C(COc1c(Br)cc(Br)c2cccnc12)Nc1ccccc1F	13	20	-2	0.87	-8	11	0.94	6
O=C1C2=C(SCCS2)C(=O)N1c1ccccc1	0	-13	-7	1	5	-1	0.9	10
N#Cc1cc([N+](=O)[O-])ccc1Oc1ccc(-c2nnco2)cc1	-5	-2	3	1.1	-7	1	0.93	7
CC(=O)NC(Cc1ccccc1)C(=O)NC(Cc1ccccc1)C(=O)O (stereo not given)	0	-11	2	1	-3	2	1.1	-7
Cc1cc(C)c(NC(=O)C2CCCO2)c(C)c1NC(=O)C1CCCO1 (stereo not given)	7	-20	-6	0.93	3	-1	0.84	16
C[C@H](CO)N1C[C@H](C)[C@@H](CN(C)Cc2ccccc2)Oc2c(NS(=O)(=O)c3ccccc3)cccc2C1=O	6	-6	-2	0.94	-4	-1	1.1	-8
c1ccc2ccccc2c1	8	14	-5	0.93	5	-3	0.91	9
CCOC(=O)C(CCC(C)=O)C(=O)c1ccccc1 (stereo not given)	3	10	2	0.97	-9	2	0.85	14
Cc1ccc(OCC(=O)NCCNC(=O)c2ccncc2)cc1	7	-7	-6	0.93	-10	-4	1	0
O=C(NCC1CCN(c2ccc(S(=O)(=O)N3CCOCC3)cc2)CC1)c1ccc(Cl)cc1	-17	-8	-2	1.2	-3	-2	0.9	10
COc1ccc(CC(=O)NNC(=S)NCC2CC2)cc1OC	4	1	3	0.96	-5	-2	1.2	-22
CNc1nc(Nc2ccc([N+](=O)[O-])cc2)nc(OCC(F)(F)F)n1	0	-9	-1	1	4	1	0.95	5
CN(C)C(CNC(=O)C1CCN(S(=O)(=O)c2ccc(Cl)cc2)CC1)c1ccccc1 (stereo not given)	5	6	6	0.95	-3	-2	1.1	-9
COc1ccccc1CN1CCNC(=O)C1CC(=O)N(C)Cc1nc(C)cs1 (stereo not given)	-2	4	0	1	2	1	1	-4
O=[N+]([O-])c1ccc(/C=[N+](\[O-])[C@@H]2CCCC[C@@H]2/[N+]([O-])=C/c2ccc([N+](=O)[O-])o2)o1	19	37	10	0.81	-8	32	0.87	13
O=C(CCC(=O)NC1CCCCC1)Nc1cccnc1	-6	16	-5	1.1	-3	0	0.91	10
O=C(Nc1ccc(N2CCOCC2)c(Cl)c1)c1ccccc1Cl	-6	43	-10	1.1	-5	4	1.1	-11
Nc1ccccc1C(=O)Nc1cccc(C(=O)O)c1	-11	-8	3	1.1	0	-3	0.99	1
C=CCSc1nnc(NC(=O)C2CC(=O)N(c3ccc4c(c3)OCCO4)C2)s1 (stereo not given)	1	-25	-5	0.99	1	-3	1.1	-14
Cc1ccc(/C(O)=C2\C(=O)C(=O)N(CC(C)O)C2c2ccccn2)cc1 (stereo not given)	-4	5	-2	1	0	-2	1.1	-7
CCSc1oc(-c2ccco2)nc1S(=O)(=O)c1ccc(F)cc1	3	-11	4	0.97	-14	-2	1.1	-15
COc1ccc(C(C(=O)NC2CCCCC2)N(C(=O)Cc2c[nH]c3ccccc23)c2ccccc2)cc1OC (stereo not given)	7	7	4	0.93	-8	0	0.95	5
CCOc1ccc(NC(=S)NC(=O)c2ccco2)cc1	11	2	-4	0.89	-3	-1	0.96	4
COc1cc(S(=O)(=O)N2CCN(C(=O)c3ccccc3)CC2)c(OC)cc1Br	1	-6	-3	0.99	-4	-2	0.83	17
O=C(Oc1ccc(O)cc1)C12CC3CC(CC(C3)C1)C2	-9	-6	3	1.1	-1	6	1.1	-6
COc1cc(/C=C2\N=C(c3ccccc3)OC2=O)ccc1OCc1c(C)no[n+]1[O-]	-9	-8	11	1.1	32	3	1	-2
CCCNC(=S)N1CCCC(c2nc3ccccc3[nH]2)C1 (stereo not given)	-36	10	-8	1.4	-9	-2	0.96	4
Cc1c(N=C(N)/N=C(\N)Nc2ccccc2)c(=O)n(-c2ccccc2)n1C	0	1	-8	1	3	-4	0.93	7
CCn1c(SCc2ccc(Cl)cc2)nc2nc3c(cc2c1=O)CCCC3	-5	-11	7	1.1	35	-3	0.95	5
CC(C(=O)N1CCN=C1c1ccccc1)N1C(=O)c2ccccc2C1=O (stereo not given)	-3	-12	-2	1	-3	-2	0.94	6
C=CCc1cccc(CNc2nc3ccccc3n2CCN2CCOCC2)c1O	5	3	18	0.95	5	2	0.91	9
C=C(C)C(=O)O[C@H]1C/C(C)=C\C(=O)/C=C(\C)[C@H](O)[C@@H]2OC(=O)C(=C)[C@@H]21	-5	4	1	1.1	1	8	0.95	5
Cc1ccccc1N(CC(=O)Nc1ccccc1C(=O)O)S(C)(=O)=O	-4	22	-3	1	-7	-1	1	-2
Cc1ccc(C)c(OCCSc2nnc(-c3cccnc3)n2N)c1	13	-7	0	0.87	6	0	0.89	11
COc1cc([N+](=O)[O-])ccc1NC(=O)CC1SC(=Nc2ccc(F)cc2)N(CCC2=CCCCC2)C1=O (stereo not given)	14	14	-2	0.86	-8	5	0.9	10
Cc1ccc(NC(=O)/C=C/c2cccs2)c([N+](=O)[O-])c1	2	-3	-4	0.98	-4	-2	1.1	-13
COc1ccccc1NC(=S)N1CCN(C/C=C/c2ccccc2)CC1	-5	5	-9	1.1	-6	0	0.95	5
O=C(CCc1nc2ccccc2c(=O)[nH]1)NNC(=O)COc1cccc(F)c1	15	9	-2	0.85	-7	-2	1.4	-40
COCC(C)OC(=O)c1c(N)n(CCCN2CCOCC2)c2nc3ccccc3nc12 (stereo not given)	-2	6	1	1	-5	0	1	-4
CN(CC(=O)Nc1cccc(F)c1)C(=O)c1cccnc1Sc1ccccc1Cl	-8	8	2	1.1	-2	-3	1	0
O=C(/C=C/c1cccs1)c1ccc(N2CCOCC2)cc1	-3	-3	3	1	-6	-2	0.91	9
Cc1nnc(SCC(=O)Nc2ccc([N+](=O)[O-])cc2)n1C	-2	-1	-6	1	4	-2	1.1	-6
CC(=O)N1CCN(C(=S)NC(=O)C23CC4CC(CC(C4)C2)C3)CC1	-18	-9	-5	1.2	-1	1	1	-3
O=C(COC(=O)c1cc([N+](=O)[O-])ccc1NCc1ccccc1)NC1CCCCC1	6	-11	-2	0.94	-4	3	0.91	9
CCCNC(=O)N1CCN(S(=O)(=O)c2ccc3c(c2)OCCO3)CC1	5	-14	-3	0.95	-2	0	1.2	-18
NC(N)=N/N=C/c1cccc([N+](=O)[O-])c1O	7	-13	6	0.93	6	3	0.95	4
Cc1cccnc1NC(=O)C12CCC(C)(C(=O)O1)C2(C)C (stereo not given)	0	-6	-6	0.99	7	4	0.97	3
COc1ccc(C(=O)Nc2ccc(S(=O)(=O)N(C)c3ccccc3)cc2)cc1	-10	25	0	1.1	1	-6	0.98	2
Cc1nc2c(c(-c3ccccc3)c1C#N)C(=O)c1ccccc1-2	7	-1	-1	0.93	-6	1	0.94	6
Carrying on.
SMILES	mIAP block	PfGluPho inh	HKDC1 inhibitor	mIAP act	ATG4B inhibitor	APOBEC3A inh	hIAP activ	hIAP inh
CCOc1ccc(NC(=O)CN(C)C(=O)c2cn3ccccc3n2)cc1OCC	3	-5	-2	0.97	-6	1	0.91	9
CC(=O)Nc1nc2ccccc2n1Cc1ccccc1C	0	-1	4	1	1	-3	1.4	-41
COc1c(Cl)cc(Cl)cc1C(=O)Nc1ccc(NC(=O)c2cccs2)cc1	7	-4	10	0.93	1	-2	0.83	17
Cc1cc(C(=O)N/N=C/c2cc(Br)ccc2OC(=O)c2ccccc2Cl)n[nH]1	2	-2	-9	0.98	-4	1	1.6	-58
Cc1ccc(-n2ncc3c(=O)n(CC(=O)OCc4ccccc4)cnc32)cc1	2	-3	-7	0.98	-5	-2	1	0
CC1(C)OC(=O)C(=CNCC(=O)NCC(=O)O)C(=O)O1	-5	-7	-5	1.1	0	-3	0.8	20
COc1ccc(C(=O)Nc2ccc(Cl)cc2C(=O)NCc2ccco2)cc1	2	-14	-3	0.98	-3	-2	0.98	2
COc1ccccc1N(CC(=O)NC1CCCC1)C(=O)c1csnn1	12	0	0	0.88	-9	-3	0.99	1
O=C(Nc1nnc(C2CC2)s1)C1=NN(C2CCS(=O)(=O)C2)C(=O)CC1 (stereo not given)	4	3	-1	0.96	0	2	1.1	-12
O=C(/C=C/c1cccs1)N1CCCCC1	3	-1	-14	0.97	-2	2	1	-2
CCOC(=O)N1CCN(C(=S)Nc2ccc3nc(N4CCN(CC)CC4)cc(C)c3c2)CC1	-10	5	-1	1.1	-7	0	1.1	-8
O=c1c2c3c(sc2nc2n1CCCC2)CCC3	-15	11	18	1.2	-5	0	1.1	-11
O=C(NNC(=O)c1cccc(S(=O)(=O)Nc2ccc(Cl)cc2)c1)c1ccc(=O)[nH]c1	11	-33	10	0.89	-1	-4	0.94	6
CCOc1ccc2nc(NCCNC(=O)c3cc(OC)c(OC)c(OC)c3)c(C#N)cc2c1	-24	14	1	1.2	-1	-4	1.6	-58
COc1ccc(NC(=S)N(CCCN2CCCC(C)C2)Cc2cccs2)cc1 (stereo not given)	4	19	-1	0.96	1	0	1.2	-24
O=C(Nc1ccc(F)cc1F)c1cc2ncc(CCCl)cn2n1	10	20	-5	0.9	-6	-2	0.99	1
COCCN=C1NC(=O)C(CC(=O)Nc2cccc(Cl)c2C)S1 (stereo not given)	3	0	13	0.97	-2	-2	1.1	-9
Cc1ccc(N=CC2=C(O)CC(c3cccc(Cl)c3)CC2=O)cc1 (stereo not given)	-10	-4	2	1.1	0	1	1	-2
COc1ccc2c(C)c(CCC(=O)NC3CC3)c(=O)oc2c1	5	6	-4	0.95	1	-2	0.89	12
C/C(=N\NC(=O)C1CCCC1)c1ccc(Cl)cc1Cl	-8	2	-4	1.1	-3	0	1	-2

Complete entries from above. Order of screens: mIAP block, PfGluPho inh, HKDC1 inhibitor, mIAP act, ATG4B inhibitor, APOBEC3A inh, hIAP activ, hIAP inh
`Cc1ccc(N=CC2=C(O)CC(c3cccc(Cl)c3)CC2=O)cc1` (stereo not given) in the list: -10, -4, 2, 1.1, 0, 1, 1, -2
`CCOC(=O)N1CCN(C(=S)Nc2ccc3nc(N4CCN(CC)CC4)cc(C)c3c2)CC1` in the list: -10, 5, -1, 1.1, -7, 0, 1.1, -8
`O=C(NNC(=O)c1cccc(S(=O)(=O)Nc2ccc(Cl)cc2)c1)c1ccc(=O)[nH]c1` in the list: 11, -33, 10, 0.89, -1, -4, 0.94, 6

Remaining list, next part.
SMILES	mIAP block	PfGluPho inh	HKDC1 inhibitor	mIAP act	ATG4B inhibitor	APOBEC3A inh	hIAP activ	hIAP inh
COc1ccc(S(=O)(=O)N2CCC(C(=O)NCC3CC3)CC2)cc1	-2	-12	-10	1	3	-1	1	-4
COc1cc(/C=C2\CCCc3c2nc2ccccc2c3C(=O)O)cc(Br)c1O	-2	-8	5	1	-5	-6	1.2	-17
COc1ccc(C)cc1NC(=O)Cc1c(C(=O)O)n(C)c2ccccc12	-10	-14	1	1.1	-3	-3	1	-3
COc1ccc(CNC(=O)CN(c2ccc(C)cc2)S(=O)(=O)c2c(C)noc2C)cc1	-6	-14	-5	1.1	4	-3	1.2	-20
O=C(CN1CCN(C(=O)c2c(F)cccc2F)CC1)Nc1ccccc1C(F)(F)F	7	2	4	0.93	0	-2	0.94	6
O=C(COc1ccccc1F)NCc1ccc(-n2cccc2)cc1	-12	11	-1	1.1	-11	-4	1	-1
Cc1cc(NC(=O)CSCC(=O)Nc2cc(Cl)ccc2N2CCN(C)CC2)no1	-2	-9	1	1	9	2	0.89	12
COc1cc(/C=C\C(=O)O)cc(S(=O)(=O)N2CCCCCC2)c1OC	4	9	0	0.96	-9	25	1	-2
